KLF5 inh: KLF5 expression inhibitors, primary screen, DLD-1 cells, luminescence; DLD-1 KLF5 promoter-luciferase reporter; inhibition, % at 5 µM; 0.23% of 290,000 active; AID 1700, 2009;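 active = inhibition above a per-plate limit of that plate's mean compound inhibition plus 3 SD, cut at about 60% in these data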;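 note: 0% = DMSO wells and 100% = LY294002 at 200 µM; higher means less KLF5 promoter-driven luciferase light; inactives centre near -14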
IEC-6 tox: cytotoxicity in IEC-6 intestinal epithelial cells, primary screen, cytotoxicity control for KLF5 inhibitor project, cell-based, luminescence; inhibition, % at 5 µM; AID 1825, 2009; 0.78% of 290,000 active; IEC-6 cytotoxicity, luminescence viability; in the data active = inhibition above about 22%;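 note: 0% = plate median of test compound wells and 100% = cytotoxic reference compound wells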
AI-2 QS mod: Vibrio harveyi AI-2 quorum sensing modulators, primary screen, JMH597 strain, luminescence/OD600 ratio; activity change, % at 7.5 µM; 0.4% of 300,000 active; Vibrio harveyi JMH597 AI-2 luminescence/OD600 ratio, 9 h; active compounds read low; strain lacks LuxN and CqsS sensors; 0 = neutral-control median; AID 2094, 2009; in the data active = activity change below about -75%, passing the limit was not always enough;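 note: luminescence divided by OD600 gain over 9 h not by final OD600 alone; inactives centre near 13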
GSK3 alpha inh: blockers of GSK3A enzyme activity – biochemical, luminescence, cell-free homogeneous, HTS, primary screen; GSK-3 alpha kinase, ADP-Glo luminescence, 60 min; AID 2650, 2010; inhibition, % at 10 µM; Glycogen synthase kinase-3 alpha (Homo sapiens), P49840; 0.1% of 320,000 active;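 in the data active = inhibition above about 50%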;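 note: GST-tagged GSK-3 alpha with peptide substrate and 25 µM ATP; 0% = DMSO neutral wells and 100% = GW8510 positive control wells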
Target sequence (P49840 whole entry, looked up): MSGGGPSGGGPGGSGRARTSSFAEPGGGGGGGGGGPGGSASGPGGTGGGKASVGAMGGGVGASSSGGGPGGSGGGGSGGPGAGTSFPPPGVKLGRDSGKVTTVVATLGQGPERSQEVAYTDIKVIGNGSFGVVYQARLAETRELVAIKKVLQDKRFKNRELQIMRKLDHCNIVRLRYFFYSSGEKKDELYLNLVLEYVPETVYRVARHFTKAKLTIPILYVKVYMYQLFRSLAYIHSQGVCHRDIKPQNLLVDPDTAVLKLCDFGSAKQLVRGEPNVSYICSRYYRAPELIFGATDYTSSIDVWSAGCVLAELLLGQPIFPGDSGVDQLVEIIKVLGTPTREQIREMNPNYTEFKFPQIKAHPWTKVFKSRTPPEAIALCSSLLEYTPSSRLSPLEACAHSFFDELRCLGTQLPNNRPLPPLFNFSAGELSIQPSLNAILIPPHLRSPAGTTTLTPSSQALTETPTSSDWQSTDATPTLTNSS
HIF act: HIF pathway transcriptional activators, primary screen, cell-based, U2OS HRE-luciferase, luminescence; U2OS HRE-luciferase reporter; normalized: DMSO 0%, desferrioxamine 100%; 0.32% of 300,000 active; AID 1910, 2009; activation, % at 7.5 µM (by protocol);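 active = mean activation of at least 10% of the iron chelator positive control signal, with at least half of replicates also reaching 10%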
HSP90 inh: HSP90 inhibitors, primary screen, cell lysate, luminescence; Rabbit reticulocyte lysate, luciferase refolding luminescence, 3 h; Heat shock protein HSP 90 (rabbit reticulocyte lysate; luciferase refolding); inhibition, % at 5.6 µM; 0.91% of 290,000 active;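 active = inhibition above the screen-wide mean plus 3 SD, computed separately per campaign, cut at about 16% in these data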;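 note: 0% = DMSO wells and 100% = 60 µM geldanamycin wells; inhibitors lower the luminescence because luciferase stays unfolded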
HSF-1 act: HSF-1 activators, primary screen, NIH3T3-HGL cells, MG132 stress, luminescence, single point; NIH3T3-HGL HSF-1 luciferase reporter, 8 h; 100% = twice DMSO control signal; activation, % at 9 µM; 1.7% of 300,000 active; AID 504408, 2011;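 active = mean replicate activation of at least 50% with a set share of replicates each reaching 50%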;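 note: 0% = median of the neutral control wells and 100% = twice that signal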
GSK3B inh: human GSK3beta kinase inhibitors, primary screen, biochemical, cell-free homogeneous, HTS; Glycogen synthase kinase-3 beta (Homo sapiens), P49841; GST-GSK3beta kinase, ADP-Glo luminescence, 60 min; active compounds read low; activity score (negative = inhibition), % at 10 µM; 0.038% of 300,000 active;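 active = more than half of replicate wells score below -50%, meaning over 50% inhibition versus plate controls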;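 note: 0% = median DMSO wells and -100% = median GW8510 positive control wells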
Target sequence (P49841 whole entry, looked up): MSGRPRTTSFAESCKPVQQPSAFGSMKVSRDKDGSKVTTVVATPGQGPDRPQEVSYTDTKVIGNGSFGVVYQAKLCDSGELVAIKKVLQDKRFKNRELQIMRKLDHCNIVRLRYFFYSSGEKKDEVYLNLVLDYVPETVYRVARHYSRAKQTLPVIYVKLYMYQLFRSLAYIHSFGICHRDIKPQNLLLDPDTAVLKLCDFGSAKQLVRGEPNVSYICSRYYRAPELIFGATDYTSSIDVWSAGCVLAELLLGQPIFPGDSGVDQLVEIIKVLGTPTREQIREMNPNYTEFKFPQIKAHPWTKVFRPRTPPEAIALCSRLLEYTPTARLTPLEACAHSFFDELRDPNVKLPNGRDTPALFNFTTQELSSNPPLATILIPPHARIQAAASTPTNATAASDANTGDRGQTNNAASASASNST
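Assay system: GST-fused GSK3beta enzyme, cell-free / Medium: Tris pH 7.5 buffer with MgCl2, DTT, BSA, heparin / Also added: peptide substrate plus 25 µM ATP (final) / Compound: 10 µM single point / Timing: kinase reaction with compound 60 min at room temperature / Detection: ADP-Glo luminescence / Benchmarks: DMSO neutral wells and GW8510 at 20 µM as positive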
aSyn 5UTR inh: MLPCN primary screen, SNCA 5' untranslated region; inhibition, % (tested at 7.5 µM); alpha-synuclein 5'UTR reporter, inhibitor activity; 0.82% of 300,000 active; in the data active = inhibition above about 60%;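 note: H4 neuroglioblastoma cells stably carrying SNCA 5'UTR luciferase fusion; 0% = DMSO wells and 100% = positive control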
HSF1 inhib: HSF1 inhibitors in luciferase reporter cells, primary screen, cell-based, NIH3T3, luminescence; NIH3T3-HGL HSE-luciferase, MG132-induced, luminescence 8 h; active compounds read low; activity change, negative = inhibition, % at 7.5 µM (by protocol); 0.77% of 300,000 active;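 active = more than half of replicate wells show activity change below -50%, luminescence cut by over half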;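 note: luciferase reports HSF-1 transcriptional activity via heat shock element; 0% = median of DMSO wells and -100% = zero luminescence signal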
Starred values were filed as active, the others as inactive; nt = no result given.

SMILES	KLF5 inh	IEC-6 tox	AI-2 QS mod	GSK3 alpha inh	HIF act	HSP90 inh	HSF-1 act	GSK3B inh	aSyn 5UTR inh	HSF1 inhib
COc1ccc(Cl)c(N2CCN(CCCNC(=O)Nc3ccc(C)cc3)CC2)c1	-4	1	-56	-2	0.1	6	20	1	30	5
CCN(CC)CCNC(=O)c1cc(Nc2ccc(OC)c(OC)c2)nc2ccccc12	-23	-4	15	-4	-0.1	-5	-25	3	-2	-16
COc1ccc(NC(=O)c2ccc(S(=O)(=O)N3CCOCC3)o2)cc1	-15	3	36	4	-0.1	4	4	-4	-17	2
CCOc1ccc(CN2CCN(Cc3cc4ccccc4o3)CC2CCO)cc1 (stereo not drawn)	-19	-3	-29	0	-6.5	61*	6	2	-3	-2
CCN(CC)CCNS(=O)(=O)c1ccc(OC)c(Br)c1	-11	-3	6	-3	0.2	0	-12	-4	3	-4
CC(=O)N1c2ccc(S(=O)(=O)N3CCCC(C(=O)Nc4cccc(Cl)c4)C3)cc2CC1C (stereo not drawn)	-12	-3	26	-1	-0.3	-5	29	1	11	8
C=CCOc1ccc(/C=C/C(=O)OCC(=O)N(C)CC(=O)Nc2ccccc2Cl)cc1	nt	nt	31	-3	-0.5	nt	-11	-3	0	6
CCC(CC)C(=O)NCCc1cc2c(OC)ccc(OC)c2[nH]c1=O	4	-1	15	-3	0.6	-2	6	3	11	-2
Cc1cccc(S(=O)(=O)c2c(C)cc(C)[nH]c2=O)c1	-22	-2	24	-2	-15	0	0	-2	-17	3
O=C1C2CCCCC2C(=O)N1c1ccc(S(=O)(=O)Nc2ncccn2)cc1 (stereo not drawn)	-10	-3	16	-1	-0.4	1	-15	-2	7	-8
CC(=O)Nc1ccc(S(=O)(=O)N2CCC(C(=O)NCCc3ccc(Cl)cc3)CC2)cc1	-8	5	4	-3	0.6	-1	10	1	9	0
CCN(CC)CCN(C(=O)CCOc1ccccc1)c1nc2ccc(F)cc2s1	-27	0	3	2	0.3	5	24	1	-21	9
Cc1[nH]c(C)c(S(=O)(=O)N2CCc3ccccc32)c1C(=O)N1CCCCC1	-9	0	15	-1	-0.5	0	1	-4	3	-4
O=C(O)c1ccc(-c2cccc(Cl)c2)o1	-5	1	36	0	-0.1	4	10	-1	5	-4
COc1cc(S(=O)(=O)n2nc(C)cc2C)ccc1Cl	-10	-1	-3	nt	-0.5	-3	-20	-1	16	-1
CC(=O)N1CCCN(C(=O)c2ccc3nc(Cc4cccc(Cl)c4)oc3c2)CC1	-51	1	16	2	1.1	-5	10	1	-32	14
CC(=O)Nc1ccc2nc(-c3ccccc3)cn2c1	-165	4	30	-3	1.2	11	42	-1	-36	9
Cc1cc(NS(=O)(=O)c2ccc(NC(=O)c3ccccc3C)cc2)no1	-16	-5	31	0	0.2	2	3	8	-19	-2
Cc1ccc(NC2=NCC(=O)N2Cc2ccccc2)c(C)c1	-18	1	0	-1	0.7	0	1	1	-3	-7
CCN(CC(=O)Nc1c(F)cccc1F)C(=O)c1cc(C)nc2ccccc12	nt	nt	6	-1	0.5	nt	2	0	3	-3

17 successive compounds out of the list so far:
SMILES	KLF5 inh	IEC-6 tox	AI-2 QS mod	GSK3 alpha inh	HIF act	HSP90 inh	HSF-1 act	GSK3B inh	aSyn 5UTR inh	HSF1 inhib
COc1ccc(Cl)c(N2CCN(CCCNC(=O)Nc3ccc(C)cc3)CC2)c1	-4	1	-56	-2	0.1	6	20	1	30	5
CCN(CC)CCNC(=O)c1cc(Nc2ccc(OC)c(OC)c2)nc2ccccc12	-23	-4	15	-4	-0.1	-5	-25	3	-2	-16
COc1ccc(NC(=O)c2ccc(S(=O)(=O)N3CCOCC3)o2)cc1	-15	3	36	4	-0.1	4	4	-4	-17	2
CCOc1ccc(CN2CCN(Cc3cc4ccccc4o3)CC2CCO)cc1 (stereo not drawn)	-19	-3	-29	0	-6.5	61*	6	2	-3	-2
CCN(CC)CCNS(=O)(=O)c1ccc(OC)c(Br)c1	-11	-3	6	-3	0.2	0	-12	-4	3	-4
CC(=O)N1c2ccc(S(=O)(=O)N3CCCC(C(=O)Nc4cccc(Cl)c4)C3)cc2CC1C (stereo not drawn)	-12	-3	26	-1	-0.3	-5	29	1	11	8
C=CCOc1ccc(/C=C/C(=O)OCC(=O)N(C)CC(=O)Nc2ccccc2Cl)cc1	nt	nt	31	-3	-0.5	nt	-11	-3	0	6
CCC(CC)C(=O)NCCc1cc2c(OC)ccc(OC)c2[nH]c1=O	4	-1	15	-3	0.6	-2	6	3	11	-2
Cc1cccc(S(=O)(=O)c2c(C)cc(C)[nH]c2=O)c1	-22	-2	24	-2	-15	0	0	-2	-17	3
O=C1C2CCCCC2C(=O)N1c1ccc(S(=O)(=O)Nc2ncccn2)cc1 (stereo not drawn)	-10	-3	16	-1	-0.4	1	-15	-2	7	-8
CC(=O)Nc1ccc(S(=O)(=O)N2CCC(C(=O)NCCc3ccc(Cl)cc3)CC2)cc1	-8	5	4	-3	0.6	-1	10	1	9	0
CCN(CC)CCN(C(=O)CCOc1ccccc1)c1nc2ccc(F)cc2s1	-27	0	3	2	0.3	5	24	1	-21	9
Cc1[nH]c(C)c(S(=O)(=O)N2CCc3ccccc32)c1C(=O)N1CCCCC1	-9	0	15	-1	-0.5	0	1	-4	3	-4
O=C(O)c1ccc(-c2cccc(Cl)c2)o1	-5	1	36	0	-0.1	4	10	-1	5	-4
COc1cc(S(=O)(=O)n2nc(C)cc2C)ccc1Cl	-10	-1	-3	nt	-0.5	-3	-20	-1	16	-1
CC(=O)N1CCCN(C(=O)c2ccc3nc(Cc4cccc(Cl)c4)oc3c2)CC1	-51	1	16	2	1.1	-5	10	1	-32	14
CC(=O)Nc1ccc2nc(-c3ccccc3)cn2c1	-165	4	30	-3	1.2	11	42	-1	-36	9

More records.
SMILES	KLF5 inh	IEC-6 tox	AI-2 QS mod	GSK3 alpha inh	HIF act	HSP90 inh	HSF-1 act	GSK3B inh	aSyn 5UTR inh	HSF1 inhib
CN(CC(=O)Nc1cccc2ccccc12)C(=O)/C=C/c1cccs1	0	0	22	-1	0.0	0	0	0	14	2
Cc1ccc(-n2c(C)cc(/C=N/NC(=O)CN(c3ccc(C)cc3C)S(C)(=O)=O)c2C)cc1	-14	-5	17	-2	-0.7	1	4	-1	8	-1
O=C(c1ccc2nc[nH]c2c1)N1CCN(S(=O)(=O)c2cccc(F)c2)CC1	nt	nt	20	3	-0.3	nt	18	-1	9	5
Cn1cccc1CNC(=S)Nc1ccccc1Cl	-9	1	-9	0	-0.4	-2	-5	1	-5	-5
Cc1cc(-c2csc(NC(=O)c3cc4ccccc4o3)n2)c(C)n1C	0	-5	24	2	0.0	41*	-16	-1	-53	2
O=C(NCCN1CCN(C(=O)c2c(F)cccc2F)CC1)C(=O)Nc1ccc(Cl)cc1	-12	-3	35	-1	0.0	4	-20	-2	13	1
CC(C)CNC(=S)N(CCCO)Cc1cc2cc3c(cc2[nH]c1=O)OCCO3	-10	-4	11	2	-1.4	1	6	-6	10	1
Fc1ccc(C2CCCN2Cc2nc(Cc3ccccc3F)no2)cc1 (stereo not drawn)	-27	0	8	1	0.0	2	-7	4	8	-1
COc1ccc(/C=C(\NC(=O)c2ccc(C)cc2)C(=O)Nc2ccc(C(=O)O)cc2)cc1	-35	0	21	-2	1.4	1	-14	0	-30	-2
COc1ccc(CNC(=O)CN2CCN(S(=O)(=O)c3cccs3)CC2)cc1OC	4	4	12	-2	-0.4	4	6	-3	12	-3
Cc1ccc(-n2c(=O)cc(NCc3cccnc3)[nH]c2=O)cc1	24	4	20	2	-0.1	3	-5	-2	-9	-7
CN1CCN(c2ccc(NC(=O)c3cccc(OCc4ccccc4)c3)cc2)CC1	-11	-4	8	-1	1.1	-2	7	1	-85	9
O=C(O)CCCCCCCCCCCc1ccccc1	-26	-1	-3	-4	0.0	-1	-1	1	24	-4
CC(=O)Nc1ccc(S(=O)(=O)N2CCC(n3cnc4cc(F)ccc43)CC2)cc1	-25	4	26	5	-0.3	-4	27	0	21	-3
O=[N+]([O-])c1cc(S(=O)(=O)N2CCCCCC2)ccc1F	-9	10	nt	1	nt	3	nt	nt	nt	nt
C=CCNCC(O)COc1ccc(C(C)=O)cc1OC (stereo not drawn)	-4	-6	14	3	0.2	-3	-17	1	-11	-6
CCN(CC)C(=S)SCC(=O)c1c(C)[nH]c2ccccc12	1	9	46	-1	-0.3	0	16	0	17	20
CC1(C)Oc2ccc(C(=O)NN)cc2NC1=O	-9	4	16	0	0.2	3	-3	3	18	-4
c1ccc(-c2cc3c(NCC4COc5ccccc5O4)ncnc3s2)cc1 (stereo not drawn)	-32	-1	7	nt	-0.3	-1	6	0	16	-1
Cc1ccc(NC(=O)Cn2c(O)c(N=NC(=O)c3cc4ccccc4cc3O)c3ccccc32)cc1	-15	6	nt	-3	nt	2	nt	nt	nt	nt
CCOC(=O)c1nc2c(ccc3ccccc32)cc1C	-20	4	17	-1	1.0	7	18	1	-36	-1

High-throughput results from PubChem BioAssay.
